KCNH2 WT inh: blocks the wildtype human KCNH2 potassium channel; U2OS, BacMam KCNH2, thallium flux FluxOr; stronger effect = lower value; activity change, % at 1.84 µM; 340,000 tested, 0.37% active;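 active = maximum activity change below -70%; inconclusive = maximum activity change between -70% and -50%; inactive = maximum activity change above -50%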; also: % is scaled to controls: 0 for no effect and ±100 for the full control effect
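U2OS cells were transduced with wild-type KCNH2 virus (2.03 x 10^8 / mL) for 4 h at room temperature, then cultured overnight at 37 C. Thallium flux was read with FluxOr dye. Rate constants were normalized to DMSO controls.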
KCNH2 3.1 inh: inhibitors of human KCNH2 3.1 potassium channel isoform; U2OS KCNH2 3.1, thallium flux FluxOr; stronger effect = lower value; activity change, % (tested at about 1.8 µM); 340,000 tested, 0.95% active; AID 720553;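 active = maximum activity change below -70%; inconclusive = maximum activity change from -70% to -50%; inactive = maximum activity change above -50%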;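 also: thallium influx rate constant from kinetic fluorescence after stimulation buffer; % is scaled to controls: 0 for no effect and ±100 for the full control effect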
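Thallium flux via FluxOr fluorescence (Red40 quencher, 45 min loading) in U2OS cells virally expressing the KCNH2 3.1 isoform (1.77 x 10^8 /mL virus, overnight at 37 C). Rate constants from 2-min kinetic reads post-stimulation, normalised to positive and negative controls.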
A-T KAP1 phos: candidate therapy for ataxia-telangiectasia. 320,000 tested, 0.19% active. Potency, µM (titrated, usually from 57.5 µM), for inactives: at the highest dose activation, hits mostly activators. […] A-T fibroblasts, KAP-1 phosphorylation AlphaLISA; neocarzinostatin DNA damage 30 min before lysis. AID 485349; also: potency is read from the fitted curve at half-maximal effect; % of control where 0% means no effect; nearly all actives have a fitted effect of over 45% in size
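ATM-like activity read as KAP-1 phosphorylation via AlphaLISA donor/acceptor antibody pairs after lysis and 6 hr at 25C. Cells were ATM-null patient fibroblasts ([…], hTERT), dosed 60 min, then exposed to the DSB inducer NCS for 30 min.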
TRPV1 ag: activates the human vanilloid receptor TRPV1; AID 540275; 320,000 tested, 0.19% active; activation, % at 8.33 µM; TRPV1-expressing cells, Fluo-8 calcium influx, agonist mode; in the data active = activation above about 80%; inconclusive = between about 30% and that limit; also: 0% is about no effect
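Cells expressing TRPV1 were dye-loaded with Fluo-8 and read kinetically: 10 s baseline, 3 min after compound (agonist portion), then 2 min after EC20 capsaicin (allosteric enhancer portion). Calcium-bound dye fluorescence at 480/520 nm.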
Eya2 phos inh: blocks the phosphatase activity of human Eya2; O00167; recombinant Eya2, OMFP fluorescence dephosphorylation (OMFP is methylfluorescein phosphate); Potency, µM (titrated, usually from 76.9 µM), inactives show at the top dose activity, negative = inhibition, most hits filed as inhibitors; 330,000 tested, 0.006% active; AID 488837; also: potency is read from the fitted curve at half-maximal effect; % is scaled to controls: 0 for no effect and ±100 for the full control effect
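Eya2 protein (added as 0.2 uM solution) was preincubated with compound for 10 min at ambient temperature in 50 mM HEPES pH 7.5, 50 mM NaCl, 5 uM MgCl2, 0.05% BSA, 1 mM DTT. OMFP (added at 50 uM) then reacted 10 min; fluorescence read at 485/525 nm.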
ELG1 DNA repair: ELG1-dependent DNA repair inhibition; 330,000 tested, 2.3% active; HEK293T ELG1-luciferase reporter, luminescence, 16 h; DNA damage induced by 5-fluorouridine; Potency, µM (series often up to 46.1 µM), for inactives: at the highest dose activity change, negative = inhibition, hits mostly inhibitors; also: potency is read from the fitted curve at half-maximal effect; % is scaled to controls: 0 for no effect and ±100 for the full control effect; nearly all actives have a fitted effect of over 55% in size
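DMSO vehicle served as the neutral condition. Each well held 2,000 cells given 5-fluorouridine plus compound; after 16 hr at 37 °C/5% CO2, ONE-Glo was added and luciferase measured 30 min later.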
TCR activator: activates T cell receptor signaling; Potency, µM (top dose mostly 9.22 µM), for inactives: at the highest dose activation of IL-2 secretion, actives largely listed as activators; 330,000 tested, under 10 active; primary human leukocytes, anti-CD3, IL-2 HTRF, 48 h; also: % of control where 0% means no effect
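48 hr co-incubation of compounds, a-CD3 beads and primary human leukocytes; IL-2 quantified homogeneously by HTRF with anti-IL-2 K and d2 conjugates.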
Mito fusion yeast: blocks mitochondrial division or promotes mitochondrial fusion | S. cerevisiae fusion-defective mutant growth rescue, CellTiterGlo 48 h | Potency, µM (series often up to 46.1 µM), for the others: at the highest dose growth rescue (activation), most hits filed as activators | 320,000 tested, 0.23% active;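 also: potency is read from the fitted curve at half-maximal effect; % of control where 0% means no effect; nearly all actives have a fitted effect of over 45% in size; temperature-sensitive fusion mutants such as fzo1-1 at 37 °C on non-fermentable ethanol glycerol medium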
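Compounds are tested for their ability to restore growth of mitochondrial fusion-defective yeast strains at non-permissive 37C in YPEG medium over 48 hours. Viability is quantified by luciferase luminescence.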
TSHR antag: antagonists of human thyroid stimulating hormone receptor | 330,000 tested, 0.2% active | P16473 | TSHR-expressing cells, TSH-stimulated cAMP HTRF, 2 h; stronger effect = lower value | activity change, negative = inhibition, % at 11.5 µM;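 active = activity change below a set negative limit, meaning inhibition stronger than a set level, cut at about -70% in these data; inconclusive = activity change between two set negative limits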; also: % is scaled to controls: 0 for no effect and ±100 for the full control effect
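Antagonism was scored as loss of TSH-driven cAMP in TSHR cells, stimulated with 4nM TSH (EC80) for 2 hours at 37 deg C and detected by homogeneous HTRF competition immunoassay.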
USP2a block: inhibitors of human ubiquitin-specific protease USP2a. O75604. USP2 core, Ub-CHOP2 coupled fluorogenic reporter, 485/531. Potency, µM (doses to about 38.3 µM), for the others: at the top dose activity change, negative = inhibition, hits mostly inhibitors. 330,000 tested, 0.01% active. AID 463254;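 also: potency is read from the fitted curve at half-maximal effect; plate controls were DMSO wells for no effect and full inhibition by NEM control for full effect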
Target sequence (O75604 whole entry, looked up): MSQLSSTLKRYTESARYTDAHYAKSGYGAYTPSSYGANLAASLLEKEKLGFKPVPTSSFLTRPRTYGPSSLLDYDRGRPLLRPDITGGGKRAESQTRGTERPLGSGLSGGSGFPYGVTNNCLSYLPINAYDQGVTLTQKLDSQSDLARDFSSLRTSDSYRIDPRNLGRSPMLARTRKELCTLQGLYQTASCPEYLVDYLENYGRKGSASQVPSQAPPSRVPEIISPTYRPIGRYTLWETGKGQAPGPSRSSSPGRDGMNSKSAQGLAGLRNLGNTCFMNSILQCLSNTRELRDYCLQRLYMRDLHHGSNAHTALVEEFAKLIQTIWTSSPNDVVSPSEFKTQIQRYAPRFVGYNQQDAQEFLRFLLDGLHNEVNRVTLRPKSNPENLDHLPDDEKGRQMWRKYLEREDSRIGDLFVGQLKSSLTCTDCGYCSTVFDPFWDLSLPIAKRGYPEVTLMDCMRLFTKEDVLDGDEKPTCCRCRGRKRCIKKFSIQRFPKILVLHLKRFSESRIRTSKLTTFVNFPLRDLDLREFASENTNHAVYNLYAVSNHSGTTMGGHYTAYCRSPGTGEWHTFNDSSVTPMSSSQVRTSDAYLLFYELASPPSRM
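Deubiquitinase activity read as fluorescence (485/531 nm) after Ub-CHOP2 cleavage activates the enterokinase reporter on its substrate; USP2 core 10nM, Ub-CHOP2 and substrate 25nM each, 30min compound preincubation then 60min RT; data normalized to NEM, curves fitted.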
* = called active by the depositor; ? = inconclusive; nt = no result given; [ ] = remark or other dose. Unless noted, calls follow the shape of the dose curve; as a rule, active = well fitted curve in the direction sought with a large enough effect; inconclusive = small, poorly fitted or top-dose-only effect, or another doubt; inactive = no such curve, though single readings can be large; an effect the other way counts as inactive or inconclusive. The list is partial (hit frequency here may not be typical).

Order of values: KCNH2 WT inh, KCNH2 3.1 inh, A-T KAP1 phos, TRPV1 ag, Eya2 phos inh, ELG1 DNA repair, TCR activator, Mito fusion yeast, TSHR antag, USP2a block
N#Cc1c(NC(=O)c2cnccn2)sc2c1CCCC2
    -11, -9, -3%, 6, 2%, ?, 2%[46.1 µM], 6%, -3, 3%
CCOC(=O)c1nnn(-c2nonc2N)c1CNc1ccc(C)c(Br)c1
    3, 7, 5%, 24, 8%, ?, -1%, 22%, 9, 5%
N=c1c(S(=O)(=O)c2ccccc2)cc2c(=O)n3ccccc3nc2n1C1CCCC1
    24, -47, -2%, 0, 13%, 0%, 3%, -39%[inhibitor], 20, 0%
Cc1ccc(-n2c(N)c(S(=O)(=O)c3ccccc3)c3nc4ccccc4nc32)cc1
    -2, -11, -3%, 0, 17%, 9%, 1%, -5%, -8, -3%
COc1ccc(NC(=O)CSc2nnnn2C)c([N+](=O)[O-])c1
    3, -9, -1%, -3, 5%, -14%, 2%, -2%, 14, 8%
Cc1nn(C)cc1S(=O)(=O)N1CCN(Cc2ccc(F)cc2Cl)CC1
    0, 12, 3%, 1, -3%, -13%, 3%, 2%, -1, 0%
O=C(Nc1cccc(S(=O)(=O)N2CCOCC2)c1)C(c1ccccc1)N1CCCCC1 (stereo not drawn)
    2, -1, -6%, 11, -1%, 15%, 0%, 0%, 19, 6%
CC(C)=CC(=O)Nc1ccc(OCc2ccccc2)cc1
    -4, 11, 12%, -2, -10%, ?, -3%, 6%, 16, -2%
O=C(NN1C(=O)C2C(C1=O)C1C=CC2C12CC2)c1ccncc1 (stereo not drawn)
    0, 1, 2%, 0, -3%, 14%, 9%, -3%, 19, -1%
CCOC(=O)c1c(N)sc2c1CCSC2
    5, 11, -4%, -3, 9%, 3%, 9%, 2%, -5, -1%
S=C(NCCSCc1ccc(Cl)cc1Cl)Nc1ccccc1
    6, -16, 15%, ?, 3%, -15%, 12%, -16%, 1, -5%
COc1ccc(-c2nnc3n2CCCCC3)cc1OC
    -4, 19, -1%, 0, -3%, 1%, 1%, -7%, 3, 0%
CC(=O)C1=C(C)NC(SCC(=O)Nc2nc3ccccc3s2)=C(C#N)C1c1ccc(Cl)cc1 (stereo not drawn)
    -15, -6, 3%, -6, -5%, ?, 3%[46.1 µM], ?, 6, 2%
CCCCN1C(=N)N([C@@H](C)CN2CCC[C@H]2CN2C(N)=NC[C@H]2C(C)C)C[C@H]1[C@H](C)CC
    -4, -13, 14%, nt, -11%, -1%, -4%, nt, -9, 10%
O=C(NCc1ccccc1)N1CCN(c2ccc(Cl)c(Cl)c2)CC1
    5, 2, 3%, ?, 11%, -27%, 3%, 2%, -3, -3%
O=S1(=O)CC/C(=N/Nc2ccccn2)c2cc(F)ccc21
    3, 26, -3%, 2, -15%, ?, -3%, 0%, -4, 2%
CC(NC(=O)OC(C)(C)C)C(=O)Oc1ccc2ccc(=O)oc2c1 (stereo not drawn)
    3, -9, 8%, 3, 2%, 14%, -5%, -3%, -6, -2%
CCc1nc(SCC(=O)NNC(=O)C2CCCCC2)c2ccccc2n1
    -12, -2, 11%, -8, -2%, 1%, -9%, 6%, -46, 0%
CC1CCCCN1S(=O)(=O)c1ccc(NC(=O)c2ccco2)cc1 (stereo not drawn)
    4, 0, nt, ?, 5%, 0%, 0%, 6%, 0, -1%
CC(C)c1ccc2nc(N)sc2c1
    11, 21, -3%, -9, 3%, ?, 0%, -5%, 7, 3%

Look-ups from the results shown.
Value of `S=C(NCCSCc1ccc(Cl)cc1Cl)Nc1ccccc1` under TSHR antag: 1
Value of `Cc1ccc(-n2c(N)c(S(=O)(=O)c3ccccc3)c3nc4ccccc4nc32)cc1` under Eya2 phos inh: 17%

In the list so far, these contain an aryl methoxy group.
Order of values: KCNH2 WT inh, KCNH2 3.1 inh, A-T KAP1 phos, TRPV1 ag, Eya2 phos inh, ELG1 DNA repair, TCR activator, Mito fusion yeast, TSHR antag, USP2a block
COc1ccc(NC(=O)CSc2nnnn2C)c([N+](=O)[O-])c1
    3, -9, -1%, -3, 5%, -14%, 2%, -2%, 14, 8%
COc1ccc(-c2nnc3n2CCCCC3)cc1OC
    -4, 19, -1%, 0, -3%, 1%, 1%, -7%, 3, 0%

Assay outcomes from PubChem.
